High-throughput results deposited in PubChem by National Center for Advancing Translational Sciences (NCATS).
TGFb SMAD3 inh – inhibitors of TGF-b signaling. HepG2 CAGA-GFP TGF-b/SMAD3 reporter, GFP fluorescence, 18 h; TGF-beta stimulated, 500 pg/mL final. Potency, µM (top dose mostly 46.1 µM), for inactives: at the highest dose activity, negative = inhibition, hits mostly inhibitors. 410,000 tested, 1.2% active; further: potency means the concentration at half of the fitted maximal effect; on the % scale 0 is the no-effect control and ±100 the full control effect; nearly all actives have a fitted effect of over 65% in size
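TGF-beta reporter screen: HEPG2 CAGA-GFP, 1% FBS, 500 pg/mL TGF-beta final, 18 h; per-cell GFP summed per well; curves fitted and categorized by class.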
MCF10A rerep – DNA re-replication induction in MCF 10a cells | MCF 10A DNA re-replication, Hoechst nuclear intensity, 48 h | Potency, µM (series often up to 46.1 µM), for inactives: at the top dose activity, positive = re-replication, actives largely listed as activators | 350,000 tested, 2.9% active; further: potency means the concentration at half of the fitted maximal effect; % of control where 0% means no effect; nearly all actives have a fitted effect of over 50% in size
ATXN2 expr inh – inhibitors of ATXN2 expression | AID 1745845 | 360,000 tested, 0.72% active | HEK-293 ATXN2-luciferase reporter, luminescence, 24 h | Potency, µM (titrated, usually from 57 µM), without a hit: at the highest dose activity change, negative = inhibition, usual class: inhibitors; further: potency means the concentration at half of the fitted maximal effect; on the % scale 0 is the no-effect control and ±100 the full control effect; nearly all actives have a fitted effect of over 55% in size
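qHTS (up to 57 uM final) was run with 24 h compound exposure of reporter cells at 37 °C. Each well was multiplexed: SteadyGlo luminescence measured ATXN2-luciferase expression after a fluorogenic Gly-Phe-AFC viability readout (25 uM final).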
Nrf2 block – blocks Nrf2 signaling; 360,000 tested, 2.1% active; Potency, µM (doses to about 46 µM), for inactives: top-dose activity change, negative = inhibition, most hits filed as inhibitors; AID 504444; A549 ARE-Fluc reporter, luciferase luminescence, 18-24 h; further: potency means the concentration at half of the fitted maximal effect; on the % scale 0 is the no-effect control and ±100 the full control effect; nearly all actives have a fitted effect of over 60% in size
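Nrf2 activity is the BugLite luminescence, read 15 min after reagent at room temperature, following CellTiter-Fluor cytotoxicity readout (30 min, 37C). Compound titrations were applied for 18-24 h to 5000 A549 ARE_Fluc cells/well in 5% FBS OPTI-MEM.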
A549 tox – A549 cytotoxicity, counter-screen for Nrf2 inhibitors; A549 ARE-Fluc cells, CellTiter-Fluor viability, 18-24 h; Potency, µM (titrated, usually from 46 µM), for the others: at the top dose activity change, negative = cytotoxicity, usual class: inhibitors; 390,000 tested, 0.16% active; AID 504648; further: potency means the concentration at half of the fitted maximal effect; on the % scale 0 is the no-effect control and ±100 the full control effect
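A549 ARE-Fluc cells in 5% FBS OPTI-MEM, 5000 cells/well, rested 2 h then exposed to compounds in concentration-response for 18-24 h at 37 °C. Viability by CellTiter-Fluor fluorescence (Ex 405/Em 525) after 30 min; luciferase luminescence (BugLite, 15 min, RT) read afterwards.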
Nrf2 activator – activates Nrf2 signaling | AREc32 ARE-luciferase reporter (MCF7-derived line), luminescence, 24 h | Potency, µM (doses to about 46.1 µM), without a hit: at the highest dose activation, hits mostly activators | 410,000 tested, 0.31% active | AID 624171; further: potency means the concentration at half of the fitted maximal effect; % of control where 0% means no effect; nearly all actives have a fitted effect of over 65% in size
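Luminescent ARE reporter assay in AREc32_Fluc cells: overnight plating at 37 deg C, 24 hr compound incubation, Steady-Glo added, 30 min RT before reading.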
ATXN viability – cell viability loss in ATXN counter-screen | S2 cells (HEK-293 line with an ATXN2-luciferase reporter) viability, CellTiter-Fluor protease fluorescence, 24 h | Potency, µM (titrated, usually from 56.7 µM), usual class: cytotoxic | 400,000 tested, 0.49% active | AID 651635; further: potency means the concentration at half of the fitted maximal effect; nearly all actives have a fitted effect of over 40% in size
HepG2 tox – kills HepG2 cells in TGF-b inhibitor counter-screen; HepG2 CAGA-GFP viability, ATP luminescence, 18 h; Potency, µM (doses to about 46.1 µM), for the others: at the highest dose activity change, negative = cytotoxicity, usual class: cytotoxic; 410,000 tested, 0.76% active; AID 588856; further: potency means the concentration at half of the fitted maximal effect; some results filed as inactive show a strong effect at the top dose
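HepG2 CAGA-GFP cells (1000/well, DMEM with 1% FBS) received compound, then TGF-beta at 500 pg/mL final, and were incubated 18 hours at 37 degrees C. Viability was read by CellTiter-Glo luminescence. Media-only wells were set as complete cell-killing and DMSO as no toxicity.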
IL1B secr inh – inhibitors of inflammasome signaling (IL-1 beta secretion). THP-1 LPS/ATP IL-1B secretion, AlphaLISA, 16 h; active compounds read low. activity change, % at 57.5 µM. 360,000 tested, 4.7% active. AID 743279; in the data active means activity change below about -50%; inconclusive means mostly about -30% to -49%; further: on the % scale 0 is the no-effect control and ±100 the full control effect
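Secreted IL-1B measured by AlphaLISA bead assay after 16 h compound exposure of THP-1 cells; compounds (final up to 57.5 uM) added 1 h before LPS (250 ng/mL) and ATP (1.25 mM) stimulation; lower signal means less secretion.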
Numbers without * were called inactive; i = inactive; ? = inconclusive; · = not tested or not shown; [ ] = dose if it differs, or a comment. Unless noted, the call rests on the fitted dose curve; in most records, active means well fitted curve in the direction sought with a large enough effect; inconclusive means small, poorly fitted or top-dose-only effect, or another doubt; inactive means no such curve, though single readings can be large; an effect the other way counts as inactive or inconclusive.

SMILES	TGFb SMAD3 inh	MCF10A rerep	ATXN2 expr inh	Nrf2 block	A549 tox	Nrf2 activator	ATXN viability	HepG2 tox	IL1B secr inh
O=C(NCCN1CCOCC1)C(=O)NCc1ccco1	-9%	7%	3%	-3%	4%	-0.6%	i	5%	14
Cc1ccc(S(=O)(=O)N2CCC(C(=O)N3CCN(c4ccccn4)CC3)CC2)cc1	5%	?	-5%	-28%	-2%	0.2%	i	17%	-15
CCCCOC(=O)c1ccc(NC2=NS(=O)(=O)c3ccccc32)cc1	-34%	·	-1%	13%	4%	0.2%	i	-60%	·
COc1ccc(C(=O)CSc2nnc(Cn3cnc4ccccc43)o2)cc1	-6%	?	-25%	-10%	-7%	0.1%	i	3%	?
COc1cc2c(cc1OC)-c1cc(NC3CCCCC3)nc(=O)n1CC2	-10%	9%	4%	-8%	-1%	3.0%	i	-17%	?
O=C(/C=C/c1ccccc1)NCCC1=CCCCC1	-18%	?	64%[activator]	?	0%	0.0%	?	0%	0
Cc1cc(NC(=O)CSc2nc(Cc3ccc(O)cc3)c(C)[nH]2)no1	18%	14%	14%	0%	-3%	-0.5%	i	1%	53
Cc1cn([C@H]2C[C@H](O)[C@@H](CNCc3cnc(N4CCOCC4)s3)O2)c(=O)[nH]c1=O	4%	·	11%	·	·	-2.2%	i	-2%	16
COc1ccc(Nc2cc(Nc3ccccc3)ncn2)cc1	11%	1%	27%	?	-2%	3.2%	i	2%	13
c1ccc(-c2ccncc2)nc1	1%	1%	2%	-15%	1%	-0.8%	i	12%	-2
CCC1CN(C(=O)Nc2ccccc2F)c2cc(C)ccc2O1 (stereo not given)	0%	·	·	-9%	0%	-0.7%	·	-1%	·
COc1ccc2c(c1OC)C(=O)N(C(C)C(=O)O)C2=O (stereo not given)	-15%	9%	-1%	4%	1%	-0.8%	i	-7%	20
Cc1nc2ccccc2c(=O)n1-c1ccc(NS(=O)(=O)c2ccc(F)cc2F)cc1	?	0%	7%	-9%	-1%	-0.3%	i	-55%	8
COCCNC(=O)C1(C)CCN(C(=O)c2ccc(F)c(C)c2)C1 (stereo not given)	19%	·	2%	·	·	-0.4%[9.22 µM]	i	4%	5
CCn1ncc(Cl)c1C(=O)Nc1ccncc1	-15%	-5%	9%	5%	-4%	2.7%	i	5%	-7
N#CC1=C2SCCN2C(=O)C(C#N)C12CCCCC2 (stereo not given)	-10%	6%	0%	9%	17%	-0.4%	i	-1%	-3
COc1cccc(CNC(=O)CN(C)S(=O)(=O)c2cnc[nH]2)c1	0%	?	7%	?	2%	-1.7%	i	-4%	10
CCc1ccnc(NS(=O)(=O)c2ccc3c(c2)CCO3)c1	8%	-3%	-3%	-5%	-1%	0.6%	i	-1%	8
O=C(O)c1ccccc1-c1ccccc1C(=O)Nc1ccccc1-c1ccccc1	7%	-5%	·	-2%	0%	-0.3%	i	-2%	37
O=C(CSc1nnc(-c2cccnc2)n1Cc1ccco1)N1c2ccccc2Sc2ccccc21	-11%	9%	-12%	?	-16%	-0.3%	i	-1%	-27
O=C(Nc1ncc2c(n1)CC(c1ccco1)CC2=O)c1ccco1 (stereo not given)	0%	-5%	8%	19%	7%	?	i	1%	11
COc1ccc(CN(C(=O)c2cc3ccccc3oc2=O)C2CCCC2)cc1	-6%	1%	7%	6%	-6%	0.4%	i	0%	-1
COc1ccc2c(=O)c3c(=O)n(-c4ccccc4)c(-c4ccco4)nc3oc2c1	19%	-2%	24%	?	1%	2.8%	i	13%	-19
C[C@H](CO)N1C[C@H](C)[C@@H](CN(C)C(=O)Nc2ccc(C(F)(F)F)cc2)Oc2ccc(NC(=O)Cn3cnnn3)cc2C1=O	6%	2%	0%	3%	0%	0.6%	i	-2%	0
COC(=O)CSc1nnc(COc2cccc3ccccc23)o1	7%	-15%	-11%	5%	1%	0.2%[9.22 µM]	i	2%	46
C[C@H](CO)N1C[C@H](C)[C@H](CN(C)Cc2ccncc2)Oc2cc(-c3ccccc3F)ccc2S1(=O)=O	-4%	·	?	·	·	-1.0%	?	-40%	-29
O=C(NC1=NCCS1)c1cc(-c2ccc(F)cc2)nc2ccccc12	2%	29%	19%	-8%	-2%	2.5%	i	5%	-73*
CS(=O)(=O)Nc1ccc(C(=O)Nc2ccc(S(=O)(=O)N3CCCCC3)cc2)cc1	-11%	-1%	-3%	?	-2%	0.1%	i	-14%	i
O=C(Nc1ccccc1F)c1ccccc1C(=O)Nc1ccccc1F	-14%	0%	-16%	1%	-6%	-1.0%	i	-28%	12
CC(=O)Nc1ccc(S(=O)(=O)NCC2CCC(C(=O)NCCc3ccc(C)cc3)CC2)cc1 (stereo not given)	-11%	·	3%	·	13%	-0.9%	i	-12%	·
c1ccc(Cn2nnc3c(Nc4ccc5c(c4)OCO5)nc(C4CC4)nc32)cc1	1%	10µM*	-22%	·	-11%	0.1%	i	-66%	-13
Cc1cc(C)nc(SCc2nnc(SCc3ccc([N+](=O)[O-])cc3)n2Cc2ccco2)n1	-12%	25%	-12%	-18%	0%	-0.5%	?	2%	-5
CCCCn1nnnc1C1(C)CCC(=O)N1CCc1ccc(O)cc1 (stereo not given)	·	·	7%	·	·	-0.7%	i	·	30
Cc1cc(C)cc(-n2c(SCC(=O)NCc3ccc4c(c3)OCO4)nc3ccccc3c2=O)c1	0%	-5%	-13%	-27%	-13%	-0.7%	?	28%	-8
CCn1c(SCc2ccc(C)cc2)nnc1-c1cnccn1	4%	5%	9%	13%	-4%	0.7%	i	-9%	-26
CC(C)(C)c1nnc(NC(=S)Nc2ccccc2)s1	-19%	7%	22%	?	2%	4.4%	i	-27%	-9
O=C(O)c1cnn(-c2ccccc2)c1-c1ccccc1	-3%	-2%	6%	?	8%	0.6%	i	2%	24
Cc1noc(C)c1CSc1nnc(-c2cc(Cl)ccc2Cl)n1N	2%	1%	?	6%	1%	-0.7%	i	-24%	10
COc1ccc(CNC(=O)CN2C(=O)CC(c3ccccc3)=Nc3ccccc32)cc1	-12%	-3%	-1%	4%	0%	-0.8%	i	6%	0
C/C=C/c1cccc(-c2nc(C(=O)N3CCN(C)CC3)cc3c2[C@@H](CCO)N(C(=O)NC(C)C)C3)c1	·	·	0%	·	·	0.4%	i	·	-10
O=C(NCc1ccco1)c1ccc(CNc2c(N3CCCCC3)c(=O)c2=O)cc1	-5%	3%	0%	14%	-5%	0.0%	i	-21%	6
CC(C)NC(=O)Nc1cccc2c1O[C@H](CN(C)C(=O)NC(C)C)[C@@H](C)CN([C@H](C)CO)C2=O	-3%	2%	1%	?	0%	1.1%	i	-17%	-12
CCCc1cc(C(=O)Cc2nc3ccccc3s2)c(O)cc1O	?	?	35%	7%	3%	4.0%	·	-34%	54
Cc1ccccc1N1CCN(C(=O)CN2C(=O)c3ccccc3C2=O)CC1	-3%	-1%	39%[activator]	?	0%	0.3%	i	2%	13
CN1CCN(c2nc(NCc3ccco3)nc(N)c2[N+](=O)[O-])CC1	18%	?	2%	9%	1%	7.3%	i	12%	5
N=c1ccn(Cc2cccc(Cl)c2)cc1	?	?	-25%	·	?	-0.4%	i	-19%	?
CCOc1ccc(N(CC(=O)NC(C)CC)S(C)(=O)=O)cc1 (stereo not given)	14%	1%	6%	2%	-5%	-1.3%	i	0%	-5
CCN(CC)C(=O)c1[nH]cnc1C(=O)NCc1ccccc1	?	7%	-1%	-3%	8%	0.0%	i	-2%	19

4 structures from above, arranged by count of non-hydrogen atoms, lowest first:
SMILES	TGFb SMAD3 inh	MCF10A rerep	ATXN2 expr inh	Nrf2 block	A549 tox	Nrf2 activator	ATXN viability	HepG2 tox	IL1B secr inh
CN1CCN(c2nc(NCc3ccco3)nc(N)c2[N+](=O)[O-])CC1	18%	?	2%	9%	1%	7.3%	i	12%	5
Cc1ccccc1N1CCN(C(=O)CN2C(=O)c3ccccc3C2=O)CC1	-3%	-1%	39%[activator]	?	0%	0.3%	i	2%	13
O=C(NCc1ccco1)c1ccc(CNc2c(N3CCCCC3)c(=O)c2=O)cc1	-5%	3%	0%	14%	-5%	0.0%	i	-21%	6
C/C=C/c1cccc(-c2nc(C(=O)N3CCN(C)CC3)cc3c2[C@@H](CCO)N(C(=O)NC(C)C)C3)c1	·	·	0%	·	·	0.4%	i	·	-10

The listing continues.
SMILES	TGFb SMAD3 inh	MCF10A rerep	ATXN2 expr inh	Nrf2 block	A549 tox	Nrf2 activator	ATXN viability	HepG2 tox	IL1B secr inh
CCCNC(=O)Cn1c(=O)cc(C)c2c(C)nn(-c3cccc(F)c3)c21	-10%	·	4%	·	4%	-0.5%	i	-14%	·
CC(C)c1ccc(O)c(C(=O)c2cnn(-c3ccccc3)c2)c1	9%	22%	-13%	-17%	7%	-0.7%	·	4%	6
COc1cccc(-c2nc3cc(C)ccc3o2)c1	13%	1%	81%[activator]	?	1%	?	i	-50%	9
Cc1ccc(F)c(CNC(=O)C2CCC(=O)N(CCCN3CCCC3=O)C2)c1F (stereo not given)	5%	-2%	22%	13%	3%	0.6%	i	10%	29
CCOc1ccnc2c1c(=O)n(Cc1cc(OC)cc(OC)c1)c(=O)n2C	-12%	0%	-5%	1%	0%	-0.4%	i	-4%	36
CC(=O)Nc1ccc(S(=O)(=O)NCCCc2ccccc2)cc1	-18%	15%	-21%	-12%	1%	-0.2%	i	7%	-12
O=C(COc1ccc(Cl)cc1)Nc1sc2c(c1C(=O)Nc1cccc(Cl)c1)CCCC2	-1%	·	·	?	-3%	0.4%	·	-1%	·
COc1ccc(CCC(=O)Nc2ccc(S(=O)(=O)N3CCOCC3)cc2)cc1	?	5%	-21%	-2%	-3%	0.3%	i	11%	19
Cc1ccc(C(=O)Nc2cc(C(F)(F)F)ccc2N2CCCCC2)cc1[N+](=O)[O-]	6%	?	0%	3%	2%	-0.3%	i	11%	-18
